# LMP1 NFkB inh – inhibitors of Epstein-Barr LMP1-induced NF-kappaB reporter; 0.69% of 350,000 active; inhibition, % at 12.5 µM; AID 504558; LMP1-induced NF-kappaB luciferase reporter cells, luminescence; in the data active = inhibition above about 41%;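 also: 0% = neutral control wells and 100% = reference inhibitor control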
# TLR9-MyD88 block – inhibitors of human TLR9-MyD88 binding. 0.21% of 340,000 active. CHO BLA complementation TLR9-MyD88, CCF4 FRET ratio. AID 504734. Q9NR96+Q99836. inhibition, % at 4.98 µM;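 active = inhibition above the mean over all tested compounds plus 3 SD, cut at about 21% in these data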;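 also: 0% = DMSO only wells and 100% = clavulanate BLA inhibitor control wells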
# Target sequence (Q99836 whole entry, looked up): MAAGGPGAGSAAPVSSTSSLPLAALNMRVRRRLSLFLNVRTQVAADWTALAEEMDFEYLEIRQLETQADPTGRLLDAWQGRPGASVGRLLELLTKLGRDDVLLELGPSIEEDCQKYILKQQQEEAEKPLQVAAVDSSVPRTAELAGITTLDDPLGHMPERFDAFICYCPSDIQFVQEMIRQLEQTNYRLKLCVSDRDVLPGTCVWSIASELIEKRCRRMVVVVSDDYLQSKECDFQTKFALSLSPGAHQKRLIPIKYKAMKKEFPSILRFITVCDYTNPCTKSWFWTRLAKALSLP
# Target sequence (Q9NR96 whole entry, looked up): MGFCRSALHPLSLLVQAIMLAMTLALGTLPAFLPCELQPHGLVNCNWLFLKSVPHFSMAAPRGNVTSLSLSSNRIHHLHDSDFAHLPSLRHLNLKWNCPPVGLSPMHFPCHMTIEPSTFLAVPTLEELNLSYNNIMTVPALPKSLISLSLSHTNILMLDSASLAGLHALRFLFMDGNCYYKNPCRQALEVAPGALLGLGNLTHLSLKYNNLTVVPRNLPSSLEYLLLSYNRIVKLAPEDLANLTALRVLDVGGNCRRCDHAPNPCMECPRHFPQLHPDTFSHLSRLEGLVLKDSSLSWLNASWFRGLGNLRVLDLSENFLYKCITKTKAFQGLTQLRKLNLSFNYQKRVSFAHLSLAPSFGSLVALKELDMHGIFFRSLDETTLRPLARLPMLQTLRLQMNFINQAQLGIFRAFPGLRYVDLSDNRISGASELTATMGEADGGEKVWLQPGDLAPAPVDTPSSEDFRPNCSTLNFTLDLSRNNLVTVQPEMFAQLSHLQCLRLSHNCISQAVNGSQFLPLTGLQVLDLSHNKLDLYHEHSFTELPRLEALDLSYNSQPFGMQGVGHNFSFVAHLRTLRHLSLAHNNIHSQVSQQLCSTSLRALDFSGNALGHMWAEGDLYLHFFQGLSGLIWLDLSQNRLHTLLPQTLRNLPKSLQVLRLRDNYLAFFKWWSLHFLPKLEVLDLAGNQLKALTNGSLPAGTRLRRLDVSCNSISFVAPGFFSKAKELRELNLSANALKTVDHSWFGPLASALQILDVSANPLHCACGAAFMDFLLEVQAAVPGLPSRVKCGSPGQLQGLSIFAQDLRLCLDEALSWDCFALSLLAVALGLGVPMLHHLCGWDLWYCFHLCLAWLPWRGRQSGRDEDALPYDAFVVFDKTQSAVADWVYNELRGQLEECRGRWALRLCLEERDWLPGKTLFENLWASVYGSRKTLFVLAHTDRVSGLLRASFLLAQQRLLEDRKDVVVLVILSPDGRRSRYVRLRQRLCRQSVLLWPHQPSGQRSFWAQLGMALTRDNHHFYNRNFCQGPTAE
# NOD2-RIPK2 inh – blocks binding of human NOD2 to RIPK2; O43353; CHO BLA complementation NOD2-RIPK2, CCF4 ratio; inhibition, % at 4.98 µM; 0.38% of 360,000 active; AID 624267; in the data active = inhibition above about 21%;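 also: 0% = vehicle only and 100% = reference blocker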
# NR5A2 inv ag – NR5A2 inverse agonism in reporter assay. inhibition, % at 3.6 µM. HEK293T StAR-luciferase reporter, LRH-1 transfected, 24 h. O00482. AID 602396. 0.13% of 360,000 active;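 active = inhibition above the mean inhibition of all tested compounds plus 3 SD, cut at about 73% in these data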;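 also: 0% = DMSO wells and 100% = reporter-only cells lacking LRH-1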
# Vif inh – inhibitors of HIV Vif; inhibition, % at 7.49 µM; 0.35% of 340,000 active; HEK293T cells, Vif self-association by quenched fluorescence, imaging, 24 h; in the data active = inhibition above about 50%, passing the limit was not always enough; also: some results filed as inactive read as strong as hits
# NR2F2 inh – inhibitors of human COUP-TFII (NR2F2). HEK293T NGFI-A luciferase reporter, luminescence. inhibition, % at 8.6 µM. P24468. 0.7% of 370,000 active;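 active = inhibition above a per-plate cutoff, mean inhibition of test wells between control levels plus 3 SD, cut at about 38% in these data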;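 also: cells cotransfected with COUP-TFII expression vector driving the NGFI-A reporter; 0% = median of COUP-TF2 test wells and 100% = reporter-only cells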
# SRC1 inh – inhibits human SRC1 coactivator; Q15788; HEK293 GAL4-SRC1 luciferase reporter, luminescence; inhibition, % at 3.6 µM; 0.12% of 360,000 active;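 active = inhibition above the campaign mean plus 3 SD, with each screening campaign given its own cutoff, cut at about 60% in these data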;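 also: 0% = DMSO treated cells and 100% = gossypol at 36 µM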
# NCOA3 inh – human NCOA3 inhibition. HEK293 GAL4-SRC3 luciferase reporter, luminescence. inhibition, % at 3.6 µM. 0.17% of 360,000 active. AID 588352;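 active = inhibition above a per-campaign cutoff, the mean of all compounds plus 3 SD, cut at about 60% in these data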;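 also: 0% = DMSO-treated cells and 100% = gossypol-treated cells at 36 µM; higher means less SRC3-driven luciferase light from the GAL4 reporter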
# SRC2 inh – inhibits human steroid receptor coactivator 2; AID 651957; HEK293 GAL4-SRC2 luciferase reporter, luminescence; Q15596; inhibition, % at 9 µM; 0.17% of 370,000 active;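 active = inhibition above the mean inhibition of all tested compounds plus 3 SD, set per campaign, cut at about 52% in these data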;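 also: 0% = DMSO treated cells and 100% = cells given Gossypol at 36 µM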
# TROY signal inh – blocks TROY-dependent signaling in reporter cells. Q293 LMP1-TROYcd NF-kB luciferase reporter, 4 h. inhibition, % at 10 µM. 0.98% of 360,000 active. AID 1347056;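 active = compounds whose plate-normalised and pattern-corrected inhibition of the luciferase reporter signal at the single screening dose is 50% or more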
# C8 TRAIL sens – sensitizes caspase-8 expressing cells to TRAIL. NB7+C8 cells + TRAIL, ATPlite viability luminescence. inhibition (viability loss, TRAIL sensitization), % at 10 µM. 1% of 360,000 active. AID 624354;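 active = compounds causing at least 50% loss of cell viability in the single-dose screen, relative to plate controls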
# Active calls of the source: *; . = not tested or not shown.
SMILES,LMP1 NFkB inh,TLR9-MyD88 block,NOD2-RIPK2 inh,NR5A2 inv ag,Vif inh,NR2F2 inh,SRC1 inh,NCOA3 inh,SRC2 inh,TROY signal inh,C8 TRAIL sens
CCOc1ccc2c(c1)nc(NCCCO)n2Cc1ccccc1,6,-5,-4,9,-3,0,-30,18,20,-7,8
O=C(Nc1nnc(C2CC2)s1)C1CCCO1 (stereo unspecified),-11,-5,8,-9,4,-1,-15,-3,-3,-18,-3
CC1(Oc2ccccc2-c2ccn[nH]2)CCN(Cc2ccc(OC(F)(F)F)cc2)C1 (stereo unspecified),.,.,-12,-11,2,8,-21,-7,3,17,22
CCN(CC)CCN(C)C(c1ccnc2ccccc12)c1nnnn1-c1ccc2c(c1)OCCO2 (stereo unspecified),.,.,-13,-13,.,3,.,.,9,-9,-12
COc1ccc(Cl)cc1NC(=O)CN(C)CC(=O)N1CC(=O)Nc2ccccc21,-4,-16,3,-13,-17,22,-12,-17,0,-2,-3
CC1CCc2c(sc(Nc3nc4c(F)cccc4s3)c2C(N)=O)C1 (stereo unspecified),-3,5,-13,8,1,8,0,9,7,43,-1
O=C(CSc1nnc(-c2cnccn2)n1Cc1ccco1)c1ccc2ccccc2c1,-2,3,-1,2,3,-16,-16,-3,-3,-4,5
COc1ccc2[nH]cc(S(=O)(=O)c3ccc(C(C)C)cc3)c(=O)c2c1,10,7,-10,-7,-4,18,-14,17,2,14,18
O=C(OCC(=O)N1CCN(C(=O)c2ccco2)CC1)c1cccc(S(=O)(=O)N2CCc3ccccc32)c1,4,-5,6,-9,-2,14,-9,6,6,22,0
O=C(NCCCOC(=O)c1ccccc1)c1ccccc1,-2,-6,-3,2,0,-7,-1,7,-12,18,-6
COC(=O)c1ccc(CNC(=O)c2ccc(S(=O)(=O)N3CCCCCC3)cc2)cc1,-1,-10,0,-6,-6,-1,-10,2,-58,11,2
CC1(C)CC(NC(=O)C2CCN(S(=O)(=O)c3ccc(F)cc3)CC2)CC(C)(C)N1,-12,-6,7,-1,-1,-1,5,-13,5,8,6
O=S(=O)(c1cccs1)N1CN(Cc2ccc(F)cc2)c2nc3ccccc3nc21,-16,1,9,-7,2,-7,-7,6,-25,-32,-6
COc1ccc(NC(=O)COc2nsnc2N2CCCCC2)cc1,5,4,-5,17,-9,22,18,-8,2,5,18
CCOc1ccc(C(=O)COC(=O)C2COc3ccccc3O2)cc1 (stereo unspecified),2,-5,2,-15,0,12,3,-3,-5,-10,-9

# Brought forward from above: 2 compounds, followed by the next part.
SMILES,LMP1 NFkB inh,TLR9-MyD88 block,NOD2-RIPK2 inh,NR5A2 inv ag,Vif inh,NR2F2 inh,SRC1 inh,NCOA3 inh,SRC2 inh,TROY signal inh,C8 TRAIL sens
COc1ccc(NC(=O)COc2nsnc2N2CCCCC2)cc1,5,4,-5,17,-9,22,18,-8,2,5,18
CCOc1ccc(C(=O)COC(=O)C2COc3ccccc3O2)cc1 (stereo unspecified),2,-5,2,-15,0,12,3,-3,-5,-10,-9
O=C(Cn1cnc2c(cnn2-c2ccccc2)c1=O)NC1CCCC1,-22,3,-9,4,12,-51,-23,-30,-45,-22,20
NS(=O)(=O)c1ccc(CCNC(=O)C2CCN(S(=O)(=O)c3ccc(Br)s3)CC2)cc1,-16,-5,-6,4,-1,7,-2,15,-6,17,-2
CCOC(=O)c1c(-c2ccc(OC)cc2)oc2ccc(O)cc12,-1,3,11,-2,-7,-13,-7,12,3,-18,-7
Cc1ccc(SCc2[nH]nc3c2C2(C(=O)N(C)c4ccccc42)C(C#N)=C(N)O3)cc1 (stereo unspecified),-10,1,-1,-11,4,14,-2,8,0,18,3
CC(C)NC(=O)C1Cc2c(-c3ccccc3Oc3ccccc3)ccnc2O1 (stereo unspecified),.,.,-2,12,-2,-1,-4,7,-8,11,4
COc1ccc(C(=O)NCCSc2ccccn2)cc1,9,-2,16,-123,1,-25,-104,-113,-27,11,6
O=c1c2ccccc2nc(CSc2nnnn2-c2ccccc2)n1-c1ccccc1Cl,7,-2,-10,-11,.,6,-7,-11,-12,-3,29
C/C(=N\NC(=O)CCn1nnc2ccccc21)c1cccs1,-13,1,4,7,-1,-13,-9,-7,-14,-13,-3
Cc1ccc(/C=C/C(=O)N(Cc2cccs2)C2CCS(=O)(=O)C2)cc1 (stereo unspecified),.,.,-4,2,-2,8,12,6,-15,-22,-1
O=C(COc1ccc(Br)cc1)NCCNC(=O)c1cccnc1,-1,-11,-12,8,10,-7,9,9,3,6,-22
COc1cccc(Nc2c(F)c(F)c(F)c(F)c2C(=O)O)c1,5,7,4,2,5,10,3,19,-4,0,-14
CCOC(=O)c1cc2sc(C)cc2n1CC(=O)Nc1cccc(C)c1C,6,-3,-2,24,2,-13,-2,-11,-13,-14,-1
Cc1occc1C(=O)NC(C)C(C)(C)C (stereo unspecified),-6,-3,-12,-6,6,-10,-4,9,-16,-11,15
CCOc1cccc2sc(N(CCCN(C)C)C(=O)c3ccc(S(=O)(=O)N(C)c4ccccc4)cc3)nc12,-91,5,7,-21,8,-3,-7,2,-18,-1,7
NC(=O)c1ccc(Oc2cccc3cccnc23)c([N+](=O)[O-])c1,-3,-2,-6,15,3,-3,-33,-6,-28,8,-16
COc1cccc(-c2c[nH]c(=O)[nH]c2=O)c1,-6,3,5,17,-7,10,-26,8,14,-7,4
CN(CC(=O)Nc1cccc(F)c1)C(=O)c1cc([N+](=O)[O-])ccc1N1CCOCC1,2,-2,3,-21,-10,3,6,-14,-9,-5,3
CCn1ncc([N+](=O)[O-])c1C(=O)Nc1cc(C)on1,10,5,-8,-10,-3,9,0,7,11,-3,2
CCn1cc(CN2CCC(n3nccc3NC(=O)C3CCCC3)CC2)c(C)n1,6,-4,-18,0,26,-2,6,23,4,6,-2
O=C(OCc1nnc(-c2ccccc2)o1)c1ccc(Br)o1,-2,-2,-7,-4,11,9,-25,-3,-37,-18,5
O=C(CCN1CCCCC1=O)NC1CCCN(Cc2ccc(Cl)cc2)C1 (stereo unspecified),4,-7,-4,5,-16,-7,-7,8,10,-5,-17
Cc1c(C(=O)c2ccc(Cl)cc2Cl)cnc2cc3c(cc12)OCO3,4,-5,10,36,-14,8,7,-7,10,10,-9
O=C(O)C1C2C=CC(C3CC23)C1C(=O)NCCc1ccccc1 (stereo unspecified),-7,3,-10,-24,-44,-11,-24,-25,-4,-20,16
N#Cc1cnn2c(-c3ccc(Cl)cc3Cl)ccnc12,6,.,4,12,-6,-5,11,-7,-6,-9,5
C=CCSc1nc2c(c(=O)[nH]c(=O)n2C)n1CC,-1,5,-5,-1,4,-6,-5,3,-10,-2,-12
CCCCC1CCC(C(=O)N(CCOC)c2c(N)n(CCCC)c(=O)[nH]c2=O)CC1 (stereo unspecified),4,6,9,-10,-11,-6,1,10,8,20,-10
Cc1cc(C)cc(NC(=S)NCC2CCCO2)c1 (stereo unspecified),5,-3,2,-4,-6,-6,12,-6,-8,-8,4
Cc1cc(C)nc(Nc2nc3ccccc3[nH]2)n1,-30,-1,-6,-63,2,-25,-44,-37,-61,-56,0
O=C(N/N=C/c1ccncc1)c1ccc(NC(=O)c2cccc(Cl)c2)cc1,10,-5,-5,-5,7,-3,-42,10,-13,-19,-2
CC1Cc2ccccc2N1C(=O)c1cc2sccc2n1Cc1ccc(F)cc1 (stereo unspecified),-9,-3,-10,-13,15,0,4,-9,-23,4,-3
Nc1c(C(=O)NCc2ccc3c(c2)OCO3)nnn1-c1ccc(OC(F)(F)F)cc1,9,1,-5,-3,5,13,12,7,-2,25,32
CC(C)(O)C#CC#CCN1CCOCC1,6,-4,-7,23,4,6,-4,2,17,1,10
Cc1cc(C)c(S(=O)(=O)NCC23C=CC(O2)C2C(=O)N(c4ccccc4)C(=O)C23)c(C)c1 (stereo unspecified),3,-4,0,-19,5,-1,3,15,-23,-11,23
COc1cc(OC)cc(C(=O)NCCc2cnc[nH]2)c1,.,-7,-5,1,-1,12,-15,-5,-5,-4,4
Cc1ccc(O)c(CNc2cnc3ccccc3c2)c1,-10,-2,-15,-33,-2,19,-10,-17,-41,15,-13
Fc1ccc(-c2cn3cc(C(F)(F)F)cc(Cl)c3n2)cc1,-94,0,-3,-142,7,-59,-126,-164,-90,-62,20
CN(CCC#N)C(=O)COC(=O)c1ccccc1C(=O)c1ccc(Cl)c([N+](=O)[O-])c1,-8,14,16,-11,3,-40,-23,-40,-45,55*,9
NS(=O)(=O)c1cccc(NC(=O)COC(=O)CCc2ccccc2)c1,0,-5,-1,-3,-10,-5,-17,-2,10,1,-6
COc1ccc(C(=O)Nc2ccc(Cl)cc2C(=O)NCCN2CCOCC2)cc1,1,-6,-11,-1,12,15,1,1,2,-13,-5
NNC(=O)COc1cccc(C(F)(F)F)c1,1,-13,3,9,-2,-2,4,17,8,50,-10
O=C(CCC(=O)N1CCN(S(=O)(=O)c2ccccc2Cl)CC1)c1ccccc1,3,5,-12,-24,-16,7,-7,8,9,-1,3
COc1ccc(OC)c(NC(=O)CNC(=O)Cn2c(C)cc3ccccc3c2=O)c1,11,-7,-12,4,1,13,-2,9,-4,-4,19
COc1ccc(NC(=O)CN(C)CC(=O)NCc2ccc(C)cc2)cc1,-1,-2,-3,4,-15,-1,0,-17,-10,18,-6
COc1ccccc1N1CCN(C2CC(=O)N(c3cccc(Cl)c3)C2=O)CC1 (stereo unspecified),5,-1,-3,-6,-3,-1,3,3,6,-24,-10
CCOc1ccc(C(=O)CCC(=O)NCC(=O)Nc2ccc(F)c(F)c2F)cc1,2,-7,1,-8,.,10,-7,-1,19,-7,11
S=C(NCCC1=CCCCC1)Nc1ccc(Cl)cc1,-2,-11,2,-18,-18,-31,-33,-24,-9,-20,3
Cc1cccc(N(C)c2cc(-c3ccc(F)cc3)nc3ccnn23)c1,.,.,-7,6,1,19,-14,-2,0,-3,19
CC(NC(=O)c1cccs1)c1ccc2c(c1)OCO2 (stereo unspecified),3,6,-7,16,.,-1,5,11,16,-2,9
Fc1ccc(CSc2ccc3nnc(-c4ccccn4)n3n2)cc1,-11,5,-17,11,-9,4,23,-15,-15,-6,-2
COc1cccc(C2=NN(C(=O)c3ccco3)C(O)(C(F)(F)F)C2)c1 (stereo unspecified),-7,-1,-3,0,8,-17,-70,0,-6,2,1
COc1ccc2c(c1)C(=O)N(CCc1ccc(S(=O)(=O)NC(=O)NC3CCCCC3)cc1)C(=O)C2(C)C,10,2,-11,-24,-5,-14,1,10,12,-16,6
O=C(N/N=C/c1coc2ccccc2c1=O)c1cn(-c2ccccc2)nc1-c1ccc(F)cc1,6,-10,-4,-9,32,-15,-1,13,9,-13,-10
CNc1ncnc2c1ncn2[C@H]1CN(Cc2ccc(F)cc2)C[C@@H](CO)O1,.,.,-6,7,.,-2,2,3,-2,8,-14
CC(C)(C)NC(=O)C(=O)NNC(=O)c1ccco1,-9,-2,-5,9,-4,16,-26,1,0,-25,-1
CSc1ccccc1NC(=O)CN(C)C(=O)C(C)SCc1nc2sc(C)c(C)c2c(=O)[nH]1 (stereo unspecified),3,-10,-8,-14,4,-5,2,5,2,18,9
COc1cccc(C(=O)NCC(=O)N/N=C/c2cccnc2)c1,-8,10,8,11,2,17,14,-5,4,-3,-1

# Compound activity from PubChem.

# The list is partial; the hit share may differ from the screen's.
